mcGAS inh: cyclic GMP-AMP synthase inhibitors, mouse, primary biochemical chemiluminescence. recombinant cGAS, Kinase-Glo ATP depletion luminescence. Q8C6L5. hit rate 0.15% among 160,000. AID 1259399, 2018. inhibition, % at 12.5 µM;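 also: 0% = negative control wells and 100% = reference inhibitor with no enzyme activity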
hcGAS lum: Primary biochemical luminescence assay for human cyclic GMP-AMP synthase inhibitors | recombinant h-cGAS, ATP depletion, Kinase-Glo luminescence | Q8N884 | inhibition, % at 12.5 µM | hit rate 0.081% among 290,000;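 also: 0% = vehicle reaction and 100% = reaction without DNA for no activity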
Target sequence (Q8N884 whole entry, looked up): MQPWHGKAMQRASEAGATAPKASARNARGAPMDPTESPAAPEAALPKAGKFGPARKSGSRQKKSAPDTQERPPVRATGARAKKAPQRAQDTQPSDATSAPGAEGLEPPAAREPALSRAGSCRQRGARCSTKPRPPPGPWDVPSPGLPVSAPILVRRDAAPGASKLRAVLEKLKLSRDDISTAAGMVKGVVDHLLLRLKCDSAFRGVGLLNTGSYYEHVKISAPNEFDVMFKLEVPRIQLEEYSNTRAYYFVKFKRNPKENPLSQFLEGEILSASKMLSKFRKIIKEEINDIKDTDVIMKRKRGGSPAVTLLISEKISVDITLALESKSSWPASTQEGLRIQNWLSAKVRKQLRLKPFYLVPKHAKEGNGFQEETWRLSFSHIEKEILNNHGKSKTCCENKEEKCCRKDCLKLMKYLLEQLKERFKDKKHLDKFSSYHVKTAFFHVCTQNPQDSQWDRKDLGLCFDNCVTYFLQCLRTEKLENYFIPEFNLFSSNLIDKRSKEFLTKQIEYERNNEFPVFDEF
NPYLR7 ag: agonists of mosquito NPYLR7 receptor, primary screen, cell-based, Aedes aegypti, calcium fluorescence, mosquito biting behavior; HEK293T NPYLR7/Galpha15, GCaMP6s calcium fluorescence; Aedes aegypti neuropeptide Y-like receptor 7 (NPYLR7); activation, % at 10 µM; hit rate 0.15% among 270,000; in the data active = activation above about 40%;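 also: 0% = vehicle and 100% = reference agonist at the receptor; some compounds past the cut are filed as inactive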
Numbers without * were called inactive; / = no result given. Rule as the data show it, unless noted: active = inhibition above about 40%; inactive = the rest.

SMILES | mcGAS inh | hcGAS lum | NPYLR7 ag
CCCCCN(CC(=O)Nc1cc(C(C)(C)C)nn1-c1ccccc1Cl)C(=O)Nc1cc(OC)cc(OC)c1 | -6 | -3 | -1
O=C(CSc1nnc2ccc(-c3ccccc3)nn12)NCC1CCCO1 (configuration not stated) | -6 | -4 | -13
COc1ccc(OCCSc2nnc3sc4ccccc4n23)cc1 | / | 1 | -3
CC(NC(=O)c1ccc(Cn2cccn2)o1)c1ccccc1Br (configuration not stated) | / | -1 | -4
CCOC(=O)C(c1cc(OC)ccc1OC)C1C=CC(NS(=O)(=O)c2ccc(C(C)=O)cc2)C1 (configuration not stated) | -3 | -5 | 8
Cc1nn(C(C)C(=O)NC2CC2)c(=O)c2cc3sccc3n12 (configuration not stated) | -3 | -4 | 7
CCOC(=O)C1=C(C)NC(C)=C(C(=O)OCC)C1c1ccccc1Cl | -8 | 6 | 2
CC(=O)Cc1nsc(NC(=O)c2ccc(-c3ccc([N+](=O)[O-])cc3)o2)n1 | 0 | 3 | -3
CC1(C(=O)NCc2cccc(NS(C)(=O)=O)c2)Cc2ccccc2C(=O)O1 (configuration not stated) | 8 | 10 | -5
CCOC(=O)c1cnc2cc3c(cc2c1Cl)OCO3 | / | 3 | 5
O=c1scc(-c2ccc(F)cc2)n1Cc1noc(C2CC2)n1 | 3 | 6 | 8
COc1ccc(CC(=O)N2N=C(c3cccnc3)CC2(O)C(F)(F)F)cc1OC (configuration not stated) | -6 | -16 | 0
Cc1ccc(C(=O)Nc2sc3c(c2C#N)CCCC3)cc1S(=O)(=O)N1CCCCC1 | -9 | 4 | 1
Fc1ccc(NN=Cc2ccc3c(c2)OCCO3)c(F)c1 | / | -11 | 4
CSCCC(=O)N(Cc1ccc(F)cc1)CC1CCCO1 (configuration not stated) | / | 3 | -4
CCNC(=O)C1(C)CCCN(Cc2ccc(OCc3ccccc3)cc2)C1 (configuration not stated) | -5 | -6 | 15
CN1CCN(c2cc(C(F)(F)F)nc(SCc3ccc(C(=O)NCC4CC4)cc3)n2)CC1 | -5 | -12 | 12
Cc1nc(NCCNC(=O)Nc2ccccc2)cc(N2CCCC2)n1 | / | -1 | -1
COc1cc(OC)cc(C(=O)Oc2coc(CSc3nccc(C)n3)cc2=O)c1 | -8 | -7 | -13
CCCn1nnnc1CS(=O)(=O)c1ncc(C(F)(F)F)cc1Cl | / | -10 | 0
COc1cccc(-c2ccc3nnc(SCc4cccnc4)n3n2)c1 | -8 | -6 | -18
O=C(c1ccco1)N1C2CCC(O)(CC2)[C@@H]1[C@@H](O)c1ccccc1 | -4 | -3 | 4
Cc1ccc(N=C2NN=C(c3ccc4c(c3)CC(=O)N4C)CS2)c(C)c1 | -10 | -10 | 7
CCn1ncnc1C(C)NC(=O)Cc1c(C)nc2ccccn12 (configuration not stated) | -9 | -7 | 7
Cc1ccc(C(NC(=O)C2=COCCO2)c2cccs2)cc1 (configuration not stated) | / | 4 | -3
Cc1nn(-c2ccccc2)c(Cl)c1CN1CC[C@H](CO)[C@H](O)C1 | / | -3 | 7
O=C(c1ccc(=O)[nH]n1)N1CCN(Cc2nc3ccccc3n2Cc2ccccc2)CC1 | / | 0 | -1
CC(C)COC(=O)N1CCC2(CC1)N=CC(C)(c1ccccc1)S2 (configuration not stated) | / | 1 | -9
Cn1c(SCC(=O)c2c(N)n(C3CC3)c(=O)[nH]c2=O)nnc1C1CC1 | / | 1 | -1
Cc1cccc2c1C(=O)NC1(CCN(S(=O)(=O)c3ccc(Cl)cc3)CC1)N2 | -1 | -1 | -1
CCCCC(CC)C(=O)N1CCC(c2nc(-c3cccnc3)no2)CC1 (configuration not stated) | -5 | -6 | 3
O=C(C1CCCS1)N1CCN(Cc2nccn2C(F)F)CC1 (configuration not stated) | / | -2 | 6
CCOC(=O)c1nn(-c2ccc(F)cc2)c(=O)c2c(NC(=O)CCCc3ccccc3)scc12 | -9 | -5 | 4
Cc1c(C(=O)NCc2ccc(C(F)(F)F)cc2)sc(=O)n1Cc1ccccc1F | / | 1 | -7
Cc1ccc(-c2ccc(OCCNS(=O)(=O)c3cccnc3)nn2)cc1 | -5 | -4 | 0
NC(=O)c1c(NC(=O)C2CC=CCC2)sc2c1CCCC2 (configuration not stated) | / | -8 | -3
COC(=O)c1c(C)nsc1NC(=O)N1CCNC(=O)C1c1ccccc1 (configuration not stated) | / | -10 | 1
CCc1nc2ccc(C(=O)NCCNC(C)=O)cn2c1N(C)CCN1CCOCC1 | -2 | -6 | 23
C=CCn1c(SCC(=O)O)nnc1-c1ccccc1 | -9 | -6 | -15
COc1cccc(C(=O)N2CCOC(COc3ccc(F)cc3)C2)c1C (configuration not stated) | -9 | -5 | 0

An excerpt of these results, in CSV form.
smiles,mcGAS inh,hcGAS lum,NPYLR7 ag
CCCn1nnnc1CS(=O)(=O)c1ncc(C(F)(F)F)cc1Cl,/,-10,0
COc1cccc(-c2ccc3nnc(SCc4cccnc4)n3n2)c1,-8,-6,-18
O=C(c1ccco1)N1C2CCC(O)(CC2)[C@@H]1[C@@H](O)c1ccccc1,-4,-3,4
Cc1ccc(N=C2NN=C(c3ccc4c(c3)CC(=O)N4C)CS2)c(C)c1,-10,-10,7
CCn1ncnc1C(C)NC(=O)Cc1c(C)nc2ccccn12 (configuration not stated),-9,-7,7
Cc1ccc(C(NC(=O)C2=COCCO2)c2cccs2)cc1 (configuration not stated),/,4,-3
Cc1nn(-c2ccccc2)c(Cl)c1CN1CC[C@H](CO)[C@H](O)C1,/,-3,7
O=C(c1ccc(=O)[nH]n1)N1CCN(Cc2nc3ccccc3n2Cc2ccccc2)CC1,/,0,-1
CC(C)COC(=O)N1CCC2(CC1)N=CC(C)(c1ccccc1)S2 (configuration not stated),/,1,-9
Cn1c(SCC(=O)c2c(N)n(C3CC3)c(=O)[nH]c2=O)nnc1C1CC1,/,1,-1
Cc1cccc2c1C(=O)NC1(CCN(S(=O)(=O)c3ccc(Cl)cc3)CC1)N2,-1,-1,-1
CCCCC(CC)C(=O)N1CCC(c2nc(-c3cccnc3)no2)CC1 (configuration not stated),-5,-6,3
O=C(C1CCCS1)N1CCN(Cc2nccn2C(F)F)CC1 (configuration not stated),/,-2,6
CCOC(=O)c1nn(-c2ccc(F)cc2)c(=O)c2c(NC(=O)CCCc3ccccc3)scc12,-9,-5,4
Cc1c(C(=O)NCc2ccc(C(F)(F)F)cc2)sc(=O)n1Cc1ccccc1F,/,1,-7
Cc1ccc(-c2ccc(OCCNS(=O)(=O)c3cccnc3)nn2)cc1,-5,-4,0
NC(=O)c1c(NC(=O)C2CC=CCC2)sc2c1CCCC2 (configuration not stated),/,-8,-3
COC(=O)c1c(C)nsc1NC(=O)N1CCNC(=O)C1c1ccccc1 (configuration not stated),/,-10,1

An excerpt from above in order of molecular weight, high to low:
SMILES | mcGAS inh | hcGAS lum | NPYLR7 ag
CCOC(=O)c1nn(-c2ccc(F)cc2)c(=O)c2c(NC(=O)CCCc3ccccc3)scc12 | -9 | -5 | 4
CCc1nc2ccc(C(=O)NCCNC(C)=O)cn2c1N(C)CCN1CCOCC1 | -2 | -6 | 23
Cc1ccc(-c2ccc(OCCNS(=O)(=O)c3cccnc3)nn2)cc1 | -5 | -4 | 0
NC(=O)c1c(NC(=O)C2CC=CCC2)sc2c1CCCC2 (configuration not stated) | / | -8 | -3

Going on with the list:
SMILES | mcGAS inh | hcGAS lum | NPYLR7 ag
Cc1csc(SCc2nc3sc4c(c3c(=O)[nH]2)CCC4)n1 | / | -5 | 1
NC(=O)C1CC(O)CN1c1ccccc1S(=O)(=O)C(F)(F)F (configuration not stated) | / | 7 | -3
O=C(NCCCN1CCCC1=O)C(C1CCCC1)N1CCN(C(=O)c2ccccc2Cl)CC1 (configuration not stated) | -6 | -8 | 11
COc1ccccc1N1CCN(C(=O)c2cc(-c3cccs3)nn2-c2ccc(F)cc2)CC1 | -7 | -13 | 15
CCc1nc2n(n1)C(=O)C(C(c1ccco1)N1CCC(O)CC1)S2 (configuration not stated) | -10 | -7 | 0
O=C(NOC(=O)c1cc(Cl)ccc1Cl)c1cccs1 | / | 8 | 7
O=C(NCC(F)(F)F)c1cccc(NS(=O)(=O)c2ccccc2Br)c1 | / | -7 | 4
O=C(CCN(CCc1ccccc1)c1nc(C2CC2)nc2cc(Cl)ccc12)NCc1cccc(C(F)(F)F)c1 | -10 | -6 | /
COc1cccc(-c2c(Nc3ccccc3C)oc3c2c(=O)n(C)c(=O)n3C)c1 | -7 | -4 | -2
COC(=O)CN1C(=O)/C(=C/c2cc(OC)ccc2OC)SC1=S | / | -1 | 1
COc1cccc(CCN2C(=O)CC3(C2=O)C(=O)N(Cc2ccccc2)c2ccc(F)cc23)c1 (configuration not stated) | -3 | 0 | 6
Cc1nn(C)c(C)c1CC(=O)Nc1cc(C(F)(F)F)[nH]n1 | / | -4 | 3
COc1coc(/C=C/C(=O)O)cc1=O | / | -4 | -2
CN(Cc1cccs1)C(=O)NC1CCCC(C(F)(F)F)C1 (configuration not stated) | / | -9 | 0
CC1(C)Cc2c(C#N)c(N3CCCC3)nc(-c3ccco3)c2CO1 | / | -5 | 10
CSCc1cccc(C(=O)NC2CCSc3c(F)cccc32)c1 (configuration not stated) | / | -13 | 3
CCCC1=NC(C(F)(F)F)(C(F)(F)F)N=C(N2CCOCC2)O1 | -5 | -12 | /
CCCCc1nc2cc(C(=O)NCc3ncc(C)[nH]3)ccc2o1 | / | -8 | 2
O=C(CSc1nc2ccccc2s1)N/N=C\c1ccccc1O | -3 | -3 | -3
Cc1c(NCc2cccnc2)cccc1C(=O)NCCN1CCCC1=O | -8 | 1 | -7
CC(=O)N1CCCC1c1nc2cc(-c3ccc(N(C)C)cc3)ccc2o1 (configuration not stated) | / | -5 | 4
CCOC(=O)c1nn(-c2ccccc2C)c(=O)cc1OCC(=O)Nc1ccccc1 | / | -4 | 11
C(=C\c1cnc2n[nH]nc2c1)/c1ccccc1 | / | 4 | -1
CCOC(=O)C1CCCCN1CC(=O)N1N=C(c2ccccc2Cl)CC1c1cc(OC)ccc1OC (configuration not stated) | -3 | -1 | -8
CC(C)N(C)Cc1ccc(CNS(=O)(=O)N2CCCCCC2)cc1 | -6 | 2 | -3
Cc1ccc(CNC2CC3CCC2(C)C3(C)C)s1 (configuration not stated) | -9 | -13 | 1
N#Cc1c(N)c(C#N)c2[nH]c(=O)c3ccccc3n2c1=S | / | 34 | 8
Oc1cccc(-c2nc(N3CCOCC3)c3oc4ncccc4c3n2)c1 | -10 | -2 | -4
Cc1ccc(C2=NOC(C(=O)NCC(=O)NCc3cccc(C(F)(F)F)c3)C2)cc1 (configuration not stated) | -5 | -1 | /
CNS(=O)(=O)c1cccs1 | -5 | -3 | 3
C[C@H](NC(=O)C12CC3CC(CC(C3)C1)C2)C(=O)N1CCC(C(=O)N2CCOCC2)CC1 | -8 | -7 | 28
CCCN(C)c1nc(-c2ccccc2)nc2c1CN(S(=O)(=O)CC13CCC(CC1=O)C3(C)C)CC2 (configuration not stated) | -6 | -10 | -5
COc1ccc(F)c(-c2cc(C(=O)O)cc(S(=O)(=O)N3CCSCC3)c2)c1 | / | -2 | -6
O=C1Nc2ccccc2SC1CC(=O)N1CCCC1c1ccccc1 (configuration not stated) | / | -13 | -1
COc1cc(/C=C/C(=O)NCC2CC2)cc(OC)c1 | / | -6 | 1
CN(C)c1ccc(C=NNC(=O)c2cccnc2)cc1 | -5 | -4 | -4
COc1ccc(C(C)=O)cc1Cn1cc(C(=O)NCc2ccco2)sc1=O | / | -10 | 3
c1ccc2c(c1)CC(N1CCC(CN(Cc3cccc4nonc34)CC3CCCO3)CC1)C2 (configuration not stated) | -6 | 0 | 1
Cc1cc2c(C)nc(N3CCC(NC(CCn4ccnc4C)c4ccccc4)CC3)nc2cc1F (configuration not stated) | -10 | -6 | 10
COCCNC(=O)c1ccc(OC2CCN(Cc3cc4ccccc4o3)CC2)c(Cl)c1 | / | -4 | 3
CCCN(Cc1nnc(-c2cccs2)o1)C(=O)Cn1nnc(-c2cccs2)n1 | / | -10 | 0
COc1ccc(C)cc1NC(=O)C(C)Oc1cccc2c1CCC2=O (configuration not stated) | / | -18 | 0
CCNC(=S)N1CC(C(=O)NC(C)C)C(c2cccc(F)c2)C1 (configuration not stated) | 0 | -5 | /
Cc1ccc(C#N)cc1S(=O)(=O)NCCCn1ccnc1C | -13 | -4 | 16
